# High-throughput results as filed in PubChem.
# EPAC2 antag: qHTS for Antagonist of cAMP-regulated guanine nucleotide exchange factor 2 (EPAC2): primary screen; Potency, µM (highest dose often 114 µM), for inactives: at the highest dose activity, negative = inhibition, usual class: inhibitors; AID 720708, 2013; Rap guanine nucleotide exchange factor 4 (Homo sapiens), Q8WZA2; EPAC2 GEF exchange of Rap1B-BODIPY-GDP, fluorescence; hit rate 0.18% among 360,000; note: potency is the fitted concentration of half-maximal effect; % is set by controls: 0 for no effect and ±100 for the full control effect; nearly all actives have a fitted effect of over 45% in size; many of its hits are not listed in these tables
# Target sequence (Q8WZA2 whole entry, looked up): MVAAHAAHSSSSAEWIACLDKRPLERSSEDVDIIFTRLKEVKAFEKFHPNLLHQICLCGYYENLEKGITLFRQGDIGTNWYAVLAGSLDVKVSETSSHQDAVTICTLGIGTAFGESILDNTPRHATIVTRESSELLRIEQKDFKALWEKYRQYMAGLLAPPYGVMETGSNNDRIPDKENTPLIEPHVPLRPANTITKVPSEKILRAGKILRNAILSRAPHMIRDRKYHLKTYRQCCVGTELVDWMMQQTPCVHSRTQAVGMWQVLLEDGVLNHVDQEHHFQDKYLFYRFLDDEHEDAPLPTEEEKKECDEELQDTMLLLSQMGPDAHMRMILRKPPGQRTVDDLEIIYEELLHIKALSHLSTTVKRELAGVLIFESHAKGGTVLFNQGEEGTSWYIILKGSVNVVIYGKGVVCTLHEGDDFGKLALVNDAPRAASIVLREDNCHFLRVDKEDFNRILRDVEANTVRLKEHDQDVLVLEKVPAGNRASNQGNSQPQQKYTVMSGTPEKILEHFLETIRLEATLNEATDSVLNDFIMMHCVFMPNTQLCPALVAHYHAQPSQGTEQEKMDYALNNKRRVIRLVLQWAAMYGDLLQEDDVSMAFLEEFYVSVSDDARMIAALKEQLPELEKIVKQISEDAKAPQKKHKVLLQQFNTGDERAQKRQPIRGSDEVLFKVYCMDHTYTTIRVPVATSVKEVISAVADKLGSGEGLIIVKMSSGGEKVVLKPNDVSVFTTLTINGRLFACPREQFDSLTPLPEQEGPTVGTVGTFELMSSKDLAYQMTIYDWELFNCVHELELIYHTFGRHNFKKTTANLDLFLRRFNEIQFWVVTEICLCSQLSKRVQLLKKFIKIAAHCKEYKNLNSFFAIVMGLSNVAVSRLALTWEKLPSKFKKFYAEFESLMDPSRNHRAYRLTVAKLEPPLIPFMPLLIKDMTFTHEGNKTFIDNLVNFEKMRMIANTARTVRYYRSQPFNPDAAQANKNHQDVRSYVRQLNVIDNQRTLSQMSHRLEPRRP
# D3 ag: qHTS of D3 Dopamine Receptor Agonist: qHTS | D(3) dopamine receptor (Homo sapiens), P35462 | D3R DiscoveRx beta-arrestin cells, luminescence, 90 min | max activation, % | hit rate 0.58% among 410,000 | AID 652048, 2013; in the data active = max activation above about 30%; note: 0% is about no effect; mostly tested at two doses, the higher about 12 µM
#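 Agonist-mode cell screen: cells plated at 1500/well and incubated overnight at 37 °C, then exposed to library compounds for 90 min at 37 °C. Detection reagent was added for 30–60 min at room temperature, and luminescence was read.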
# D3 antag: qHTS of D3 Dopamine Receptor Antagonist: qHTS. hit rate 2.5% among 360,000. max response, negative = inhibition, %. D3R cells, DiscoveRx beta-arrestin luminescence, antagonist mode; hits give low values. AID 652054, 2013; in the data active = max response below about -50%; inconclusive = no clear call, values can overlap the other calls; note: % is set by controls: 0 for no effect and ±100 for the full control effect; mostly tested at two doses, the higher about 12 µM
#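 Cells expressing the human receptor were seeded at 1500 cells/well, incubated overnight at 37 degrees C in 5% CO2, then exposed to library compounds with dopamine controls for 90 minutes at 37 degrees C before luminescent detection.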
# TDP43 rescue: qHTS of TDP-43 Inhibitors | hit rate 1.8% among 410,000 | TDP-43 expressing yeast growth rescue, BacTiter-Glo, 24 h | Potency, µM (doses to about 46.1 µM), for inactives: at the top dose growth rescue (activation), actives largely listed as activators; note: potency is the fitted concentration of half-maximal effect; % of control where 0% means no effect; nearly all actives have a fitted effect of over 50% in size
#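 Readout is BacTiter-Glo luminescence of cell growth, so inhibitors register as activators. TDP-43-expressing yeast at OD600=0.02 in galactose medium, after raffinose pregrowth to mid-log, were incubated with compound for 24 hr at 30 deg C.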
# aSyn rescue: qHTS of alpha-syn Inhibitors | AID 652106, 2013 | Yeast expressing alpha-synuclein, growth rescue, BacTiter-Glo, 24 h | hit rate 0.14% among 370,000 | Potency, µM (highest dose often 46.1 µM), inactives show top-dose growth rescue (activation), most hits filed as activators; note: potency is the fitted concentration of half-maximal effect; % of control where 0% means no effect; nearly all actives have a fitted effect of over 65% in size
#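 Screening used galactose-induced yeast with toxic alpha-synuclein levels, exposed to compound for 24 hr at 30 deg C. Cell growth, read with BacTiter-Glo luminescence, gave the measured signal.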
# EPAC2 ag: qHTS for Agonist of cAMP-regulated guanine nucleotide exchange factor 4 (EPAC2): primary screen; AID 720711, 2013; Rap guanine nucleotide exchange factor 4 (Homo sapiens), Q8WZA2; Potency, µM (titrated, usually from 154 µM), for inactives: at the top dose activation, actives largely listed as activators; EPAC2 activation, biochemical qHTS; response scale: 100% = 6.5 mM cAMP response; hit rate 0.079% among 360,000; note: potency is the fitted concentration of half-maximal effect; nearly all actives have a fitted effect of over 50% in size
#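 Fluorescence exchange assay: 100 nM EPAC2 with 250 nM RAP1B-BODIPY-GDP and 50 uM GDP; compounds tested as a concentration-titration series (qHTS). Loss of Rap1-bound BODIPY-GDP fluorescence read at 480/540 nm; data normalized to 6.5 mM cAMP.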
# Abeta yeast res: qHTS for compounds that reverse cellular toxicity of Amyloid beta (A-beta) peptide in yeast: Primary Screen | Potency, µM (series often up to 46.1 µM), without a hit: top-dose growth rescue, usual class: activators | yeast expressing A-beta42, growth rescue, OD600, 48 h; response scale: 0% DMSO, 100% iron-clioquinol control | AID 1347071, 2019 | hit rate 0.063% among 410,000; note: potency is the fitted concentration of half-maximal effect; nearly all actives have a fitted effect of over 55% in size
#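 Growth rescue measured by 600 nm absorbance after 48 h yeast culture at 30 C with compound. Values normalized between DMSO and an equimolar ferric chloride plus clioquinol control.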
# FUS yeast rescue: qHTS for Suppressors of FUS Proteinopathy: Primary screen using FUS-linked yeast assay; S. cerevisiae FUS-expressing, growth rescue, OD600, 24 h; Potency, µM (highest dose often 76.6 µM), for the others: at the top dose growth rescue (activation), hits mostly activators; hit rate 0.24% among 390,000;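 note: potency is the fitted concentration of half-maximal effect; plate controls were DMSO vehicle for no effect and reference control for full effect; nearly all actives have a fitted effect of over 55% in size; some results filed as inactive show a strong effect at the top dose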
#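 Yeast FUS proteinopathy model; galactose-induced FUS (2%), starting OD 0.005. Cpds in dilution series, 24hr, 30C, 99% humidity. Abs 600 nm growth. Pos ctrl CP55940 (top 92uM final); neg ctrl DMSO.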
# Active calls of the source: *; u = inconclusive; x = no result given; & = joins results of further samples; ! = a repeat was not active; [ ] = dose if it differs, or a comment. Unless noted, calls come from the whole dose curve; as a rule, active = well fitted curve in the direction sought with a large enough effect; inconclusive = small, poorly fitted or top-dose-only effect, or another doubt; inactive = no such curve, though single readings can be large; an effect the other way counts as inactive or inconclusive. A portion of the library; count on the stated rates, not on these rows.
SMILES,EPAC2 antag,D3 ag,D3 antag,TDP43 rescue,aSyn rescue,EPAC2 ag,Abeta yeast res,FUS yeast rescue
Cn1c(=O)c(C(=O)CN2CCc3ccccc32)c(N)n(Cc2ccccc2)c1=O,12%,-11,-3,18%,2%,6%,-6%,31%
Cc1c(CCC(=O)O)c(=O)oc2cc3occ(-c4ccc(Br)cc4)c3cc12,-24%,16,7,-15%,-70%[inhibitor],-8%,-78%[inhibitor],16%
CCc1ccc(NC(=O)CSc2nc3c([nH]c4ccccc43)c(=O)n2-c2cccc(OC)c2)cc1,x,2,x,26%,17%,x,-5%,u
COC(c1ccccc1)c1nnc(CCC(=O)N(C)CCCC2CCCC2)o1 (stereo unspecified),-15%,1,-1,9%,5%,-3%,3%,40%
Cc1cc(C(=O)CCC(=O)NCc2ccccc2F)c(C)s1,1%,-2,0,3%,5%,6%,14%,-2%
Cc1ccc(-n2c(C)nn(CC#N)c2=O)cc1,12%,-8,-19,-13%,1%,4%,-3%,0%
c1ccc(CNc2ncnc3ccccc23)cc1,u,33*!,22&36,u,-13%&1%,5%&5%,5%&8%,-3%&-33%
Cc1ccc(S(=O)(=O)N2CCN(C(=O)c3ccc(-n4cncn4)c([N+](=O)[O-])c3)CC2)cc1C,-18%,0,-24,12%,-1%,-3%,6%,35%
c1ccc2cc(-c3cc4ccccn4c3)ccc2c1,-1%,0,-19,-10%,-3%,3%,-12%,u
CCN(Cc1ccccc1)S(=O)(=O)c1ccc2c(c1)CC(C)N2C(=O)C1CCC1 (stereo unspecified),x,7,x,u,x,x,-1%,37%
Cc1ccc(NNC(=O)C2CCC2)cc1C,1%,4,4,u,-3%,11%,15%,-13%
CCN(CC)CCN(C(=O)c1ccc(Br)s1)c1nc2cc3c(cc2s1)OCO3,1%,-14,-12,3%,2%,0%,10%,-9%
CC(C)C[C@H](NC(=O)C1CCN(S(=O)(=O)c2ccccc2)CC1)C(=O)NCc1ccncc1,4%,4,8,-9%,8%,8%,13%,-13%
COCCn1c(N)c(Sc2ccccc2)c(=O)[nH]c1=O,-4%,2,-20,-25%,-13%,14%,-5%,26%
COc1ccc(OC)c(NC(=O)c2cccnc2Sc2ccccc2)c1,0%,5,10,12%,5%,7%,-11%,13%
CCN1CCN(c2nc(C)c3c(n2)CCCC3=O)CC1,-1%,-19,u,-17%,2%,4%,-1%,-13%
CC1CCCCN1CCCNC(=O)c1nn(C)c2c1CSc1ccccc1-2 (stereo unspecified),-1%,-25,u,-19%,-6%,11%,-9%,-2%
CCn1c(SCc2ccc(OC)cc2)nnc1-c1ccncc1,3%,6,4,3%,6%,11%,10%,4%
O=C1N[C@H](Cc2ccccc2)CO1,22%,-15,u,-13%,0%,3%,-7%,-23%
Cc1ccc(-c2cnc(C(O)c3cccc(Cl)c3)[nH]2)cc1 (stereo unspecified),-15%,-1,-1,0%,6%,5%,-7%,-19%
Cc1sc2ncn(Cc3ccccc3F)c(=O)c2c1C,-4%,5,12,4%[9.22 µM],11%,7%,1%,23%
CC(=O)N1CCCc2cc(S(=O)(=O)Nc3ccc4c(c3)OCO4)ccc21,-2%,-3,-22,-13%,0%,3%,11%,44%
COc1ccc(C(=O)N2CCN(C3CCC(c4ccccc4)CC3)CC2)cc1OC (stereo unspecified),6%,-28,u,-13%,-15%,3%,-3%,24%
CCOc1ccccc1NC(=O)NC1Cc2ccccc2C1,1%,-2,3,12%,-1%,3%,-9%,-25%
CCCCCc1c(-c2ccc(Cl)cc2)ncn1CCc1ccccc1OC,u,-1,u,13%,-34%[inhibitor],7%,-6%,35%
COc1cc(NC(=O)CC2C(=O)N(c3cccc(C)c3)C(=O)N2Cc2cccs2)cc(OC)c1 (stereo unspecified),x,5,x,11%,x,x,0%,45%
Cc1nc2cc(NC(=O)c3cccc(S(C)(=O)=O)c3)ccc2o1,7%,-26,7,8%,-1%,14%,2%,5%
Cc1c(C#N)c(O)[nH]c(=O)c1N=Nc1ccc(S(N)(=O)=O)cc1,-10%,-8,-27,-18%,0%,3%,8%,26%
O=C(C(=O)N1CCN(c2ccccc2)CC1)c1c[nH]c2ccccc12,-3%,-3,-8,u,15%,0%,u,16%
COc1cccc(CN2CC(C(=O)NCCCn3cccn3)CCC2=O)c1 (stereo unspecified),0%,5,-13,-18%,1%,3%,0%,9%
O=C(CN1C(=O)C(=O)N(Cc2ccccc2)C1=O)Nc1ccc(F)c(Cl)c1,-3%,14,0,3%,8%,-10%,-18%,-26%
CN(C(=O)COC(=O)c1ccccc1SCC(=O)N1CCCC1)C1CCS(=O)(=O)C1 (stereo unspecified),-2%,2,-2,-18%,-7%,-1%,9%,4%
COc1ccc(C2(c3ccc(OC)cc3)NC(=O)N(CC(=O)NC3(C#N)CCCCC3)C2=O)cc1,-19%,5,-13,-5%,1%[1.84 µM],20%,6%,14µM*
CCCCCCN1C[C@@H](O)[C@H](n2cc(-c3ccc(F)cc3)nn2)C[C@@H]1c1ccc(C)cc1,17%,1,17,6%,0%,-8%,9%,-8%
CCOc1ccc(NC(=O)CSc2nc(C3CC3)nc3ccccc23)cc1,-4%,8,-5,-7%[9.22 µM],-1%,3%,-6%,-2%
CCc1nc2c(OCc3ccc(Cl)cc3Cl)cccn2c1N(C)C(=O)C(C)C,-1%,-12,-28,-74%[inhibitor],-33%[inhibitor],-9%,u,28%
O=C1CN(C(=O)c2ccccc2[N+](=O)[O-])C(c2ccccc2)c2cc(Br)ccc2N1 (stereo unspecified),-27%,5,0,11%,4%,0%,-6%,22%
CCc1nnc(NC(=O)COc2ccc3c(c2)OCO3)s1,7%,3,2,-4%,-3%,11%,-4%,-15%
COc1ccc(Cc2c(O)nc(SCC(=O)NC34CC5CC(CC(C5)C3)C4)[nH]c2=O)cc1,0%&0%,5&-4,-4&-11,5%&19%,-3%&0%,12%&14%,18%&11%,u
O=C(Nc1nnc(S(=O)(=O)Cc2ccc(F)cc2)s1)c1ccccc1F,-1%,0,-27,10%,2%,7%,-14%,-2%

# Full records, looked up by structure. Values in the order: EPAC2 antag	D3 ag	D3 antag	TDP43 rescue	aSyn rescue	EPAC2 ag	Abeta yeast res	FUS yeast rescue
# `CCCCCCN1C[C@@H](O)[C@H](n2cc(-c3ccc(F)cc3)nn2)C[C@@H]1c1ccc(C)cc1` is listed with 17%	1	17	6%	0%	-8%	9%	-8%
# `O=C1CN(C(=O)c2ccccc2[N+](=O)[O-])C(c2ccccc2)c2cc(Br)ccc2N1` (stereo unspecified) is listed with -27%	5	0	11%	4%	0%	-6%	22%
# `CN(C(=O)COC(=O)c1ccccc1SCC(=O)N1CCCC1)C1CCS(=O)(=O)C1` (stereo unspecified) is listed with -2%	2	-2	-18%	-7%	-1%	9%	4%

# Additional structures follow.
SMILES,EPAC2 antag,D3 ag,D3 antag,TDP43 rescue,aSyn rescue,EPAC2 ag,Abeta yeast res,FUS yeast rescue
Cc1csc(NC(=O)c2cccc(Cn3nc(C)c(Br)c3C)c2)n1,-21%,-8,11,10%,u,26%,9%,42%
Cc1cc(C(=O)CSc2ccc(Cl)cc2)cc(C)c1OC(=S)N(C)C,-9%,-4,-1,12%,9%,13%,15%,-3%
O=C(Nc1nccs1)C1CCCN1/C=C/C(=O)C(F)(F)F (stereo unspecified),0%,-1,2,7%,-7%,9%,-2%,-14%
O=C(COC(=O)/C=C/c1cccc(Cl)c1)NC1CCCC1,2%,-17,-11,13µM*,-3%[1.84 µM],0%,-21%,11%
COc1ccc(N=C2SC(CC(=O)Nc3ccc(OC)cc3OC)C(=O)N2C)cc1 (stereo unspecified),-16%,16,14,-9%,0%,5%,21%,u
O=C(NCc1cccn1Cc1ccccc1)Nc1cccc(C(F)(F)F)c1,x,-19,x,2%,x,x,-6%,4%
CCc1nc(OCc2ccco2)c2sc3nc4c(cc3c2n1)COC(C)(C)C4,1%,4,0,16%,5%,3%,19%[9.22 µM],-3%
CCCCN(CCCC)/C(N)=N/c1nc(C)cc(C)n1,2%,-9,-18,-17%[9.22 µM],0%,4%,-8%,10%
CCN(C(=O)CSc1nc2ccccc2n1CC(=O)Nc1ccccc1C)c1ccccc1,x,-18,x,6%,x,x,-7%,24%
CCC(C)c1ccccc1NC(=S)NC(=O)c1ccco1 (stereo unspecified),u,2,-1,29%,-4%,11%,20%,8%
Clc1ccc(C2Nc3cccc4cccc(c34)N2)cc1Cl,7%,-4,-9,1%,-17%,-11%,-12%,-12%
C/C(=N\NC(=O)Cn1nc(C)c([N+](=O)[O-])c1C)c1ccc(Cl)s1,6%,-2,-62*,-5%,-2%,6%,-4%,7%
Cc1ccc(S(=O)(=O)CC(=O)Nc2nccs2)cc1,5%,3,8,-10%,5%,6%,-4%,-17%
Cc1cccc2c1N(C(=O)c1ccco1)C(C)(C)c1ssc(=S)c1-2,-3%,-6,-25,-12%,-3%,15%,-4%,19%
Cc1ccc(CNC(=O)C2CCC(=O)N2Cc2ccc(F)cc2)cc1 (stereo unspecified),-4%,7,-9,0%,0%,1%,4%,3%
COc1ccc(N2C(=O)CSC23C(=O)N(Cc2cccc(F)c2)c2ccccc23)cc1Cl (stereo unspecified),x,-5,x,2%,0%,x,-20%,1%
O=C(CCCOc1ccccc1)Nc1cccc(C(=O)O)c1,10%,-3,14,-5%,11%,-84%[inhibitor][15.6 µM],9%,-3%
O=P(Cc1ccncc1)(c1ccccc1)c1ccccc1,-1%[57.1 µM],0,0,-2%,1%,14%,17%,-1%
CCOC(=O)C1=C(C)NC(=O)NC1c1ccc(-c2ccc(F)cc2)o1 (stereo unspecified),4%,1,5,-8%,0%,-19%,-11%,-6%
O=C(O)CC(C(=O)OCCOc1ccccc1)N1CCOCC1 (stereo unspecified),-3%,0,-17,0%,2%,13%,17%,10%
CCN(CC)CCNC(=O)c1ccc(NC(=O)Cc2ccccc2F)cc1,2%,-8,-2,8%,4%,-4%,-3%,13%
CCCCOc1ccc(C2=NC(c3ccccc3)=Nc3ccc(OC)cc3N2)cc1,x,-10,x,-38%[inhibitor],x,x,4%,25%
CSc1nc(N)c2c(C)c(C)sc2n1,6%,0,4,25%,3%,1%,-1%,-23%
